High-throughput results from PubChem BioAssay.
GPR35 arrestin U2OS: GPR35 antagonists blocking zaprinast-driven arrestin recruitment, primary screen, imaging, U2OS, beta-arrestin-GFP, zaprinast agonist (AID 2058); U2OS GPR35 beta-arrestin-GFP translocation imaging, zaprinast antagonism; higher % means a stronger effect; inhibition, % at 10 µM, or IC50 in µM where a hit was titrated; 290,000 compounds, 0.052% hits;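 active = inhibition of at least 50% with at least 30 cells and total cytoplasm GFP at most 10,000,000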
HIV peptide binding: cell-free HIV fusion peptide-binding blockers – biochemical, uHTS, fluorescence dequenching, primary screen (AID 1986); cell-free peptide binding, fluorescence dequenching, 30 min; higher % means a stronger effect; inhibition, % at 20 µM; hits with a dose series show IC50 in µM; 290,000 compounds, 0.3% hits; in the data active = inhibition mostly above about 52%, no sharp cut-off; inactive = mostly below about 76%; note: some results filed as inactive read as strong as hits
RSV CPE inhibition: inhibition of RSV-induced cytopathic effect – HEp-2 cells, primary 10 µM value included (AID 2391). CPE inhibition, % at 10 µM, or IC50 in µM where a hit was titrated. 310,000 compounds, 0.13% hits. HEp-2 cells, RSV-induced CPE inhibition; higher % means a stronger effect; in the data active = a potency from the dose series; note: strong numbers were not always called active
UTI89 phage lysis: inhibition of K1F phage lysis, E. coli UTI89, bacterial capsule biogenesis inhibitors, alamar blue (AID 488966) | E. coli UTI89 K1F phage lysis, alamar blue, 2 h; higher % means a stronger effect | inhibition, % at 100 µM; hits with a dose series show IC50 in µM | 340,000 compounds, 0.02% hits;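 active = phage lysis inhibition, versus mean bacterial control, above a set limit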;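 note: capsule biogenesis inhibitors block K1F phage lysis so surviving cells raise fluorescence; higher fluorescence means more inhibition of phage lysis; actives were called in the ten point dose series up to 300 µM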
GPR55 LPI antagonism: inhibition of LPI-stimulated GPR55 beta-arrestin translocation – imaging, U2OS, beta-arrestin-GFP, LPI agonist, primary screen (AID 2013); U2OS GPR55 beta-arrestin-GFP translocation imaging, LPI antagonism; higher % means a stronger effect; one-dose inhibition, % at 10 µM; IC50 in µM for titrated hits; 290,000 compounds, 0.13% hits;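 active = spots per cell inhibited over 60%, with over 100 cells counted and total cytoplasm intensity under 500,000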;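 note: U2OS cells stably carrying GPR55 and arrestin-GFP stimulated by 5 µM LPI near EC80; imaged beta-arrestin-GFP aggregate spots per cell after agonist stimulation; plate controls were LPI-stimulated DMSO wells for no effect and DMSO wells without LPI for full effect; some results filed as inactive read as strong as hits; confirmed hits need IC50 under 10 µM and bright autofluorescent wells are also inconclusive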
Salmonella PhoP GFP: PhoP-dependent GFP reporter repression – Salmonella Typhimurium, primary screen (AID 1863). S. Typhimurium PhoP-regulated promoter GFP reporter, 4 h; higher % means a stronger effect. one-dose inhibition, % at 50 µM; IC50 in µM for titrated hits. 300,000 compounds, 0.16% hits;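 active = inhibition over 29.93%, a cutoff 3 SD above the screen mean, later confirmed by dose response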;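 note: 0% = low Mg2+ inducing control and 100% = high Mg2+ repressing control; strong numbers were not always called active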
NS5 inhibitors: Dengue-2 NS5 methyltransferase inhibitors, primary screen, biochemical, confirmation dose response (AID 588689); Dengue-2 NS5 methyltransferase capping enzyme assay, biochemical; higher % means a stronger effect; inhibition, % at 25 µM; hits with a dose series show IC50 in µM; 340,000 compounds, 0.3% hits; in the data active = a potency from the dose series
Rac1 GTP hydrolysis: MgcRacGAP GTPase-activating activity inhibitors, confirmation, biochemical, ADP Hunter fluorescence. MgcRacGAP-stimulated Rac1 GTP hydrolysis, ADP Hunter fluorescence; higher % means a stronger effect; GST-tagged Rac1 F28L mutant substrate. inhibition, % at 30 µM, or IC50 in µM where a hit was titrated. 340,000 compounds, 0.6% hits. AID 624330;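 active = first-screen hits whose inhibition reached a set limit at any dose in the follow-up dose series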;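 note: fluorescence reports GDP produced by GAP-driven GTP hydrolysis; strong numbers were not always called active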
Large T inhibition: SV40 large T antigen inhibitors, biochemical (AID 1903); SV40 large T antigen ATPase/helicase inhibition assay; higher % means a stronger effect; 310,000 compounds, 0.39% hits; inhibition, % at 20 µM, or IC50 in µM where a hit was titrated; in the data active = a potency from the dose series; note: strong numbers were not always called active
NS5 inhibitors pilot replicate: also measured in NS5 inhibitors; calls as there; inhibition, %; measured here: pilot screen replicate inhibition
* = called active by the depositor; & = joins results of further samples; [ ] = another dose, or the depositor's remark. Random draw from the library; overall some 1.5% were active at least once.

`N#Cc1nc(-c2cccc3ccccc23)oc1NCCN1CCOCC1` gave GPR35 arrestin U2OS -7%, HIV peptide binding 0.0%, RSV CPE inhibition 3.1%, UTI89 phage lysis 5.5%, GPR55 LPI antagonism 16%, Salmonella PhoP GFP -8%, NS5 inhibitors -4%, Rac1 GTP hydrolysis 8% and Large T inhibition -5%.
For Cc1c([N+](=O)[O-])c(C(=O)NC2CCCCC2)nn1C the results were GPR35 arrestin U2OS -14%, HIV peptide binding -1.0%, RSV CPE inhibition 2.3%, UTI89 phage lysis 0.0%, GPR55 LPI antagonism 13%, Salmonella PhoP GFP 2%, NS5 inhibitors -8%, Rac1 GTP hydrolysis 9% and Large T inhibition 4%.
Screening CC(c1nc2ccccc2n1Cc1ccccc1)N1CCCCC1 (configuration not stated) returned GPR35 arrestin U2OS 0%, HIV peptide binding 0.3%, RSV CPE inhibition 4.1%, UTI89 phage lysis 0.2%, GPR55 LPI antagonism -11%, Salmonella PhoP GFP -5%, NS5 inhibitors -4%, Rac1 GTP hydrolysis 4% and Large T inhibition 5%.
O=C(NCc1ccccc1Cl)C1CCN(S(=O)(=O)N2CCC3(CC2)OCCO3)CC1 was read as GPR35 arrestin U2OS -6%, HIV peptide binding -1.5%, RSV CPE inhibition 4.4%, UTI89 phage lysis 2.2%, GPR55 LPI antagonism 17%, Salmonella PhoP GFP 7%, NS5 inhibitors -5%, Rac1 GTP hydrolysis 5% and Large T inhibition 0%.
For COc1ccc(C(=O)NC(=S)N(CCC(C)C)c2c(N)n(Cc3ccccc3)c(=O)[nH]c2=O)cc1 the results were GPR35 arrestin U2OS -10%, HIV peptide binding 3.4%, RSV CPE inhibition 3.5%, UTI89 phage lysis 0.0%, GPR55 LPI antagonism 16%, Salmonella PhoP GFP -4%, NS5 inhibitors 3%, Rac1 GTP hydrolysis 9% and Large T inhibition 15%.
Cc1cc(C)n(Cc2cnc(N3CCOCC3)s2)n1 was read as GPR35 arrestin U2OS 4%, HIV peptide binding -2.1%, RSV CPE inhibition 1.7%, UTI89 phage lysis 0.1%, GPR55 LPI antagonism 4%, Salmonella PhoP GFP -3%, NS5 inhibitors -1%, Rac1 GTP hydrolysis 5% and Large T inhibition 3%.
`O=C(COc1ccc(Cl)cc1Cl)N/N=C/CCc1ccccc1` gave GPR35 arrestin U2OS 8%, HIV peptide binding 0.2%, RSV CPE inhibition -0.1%, UTI89 phage lysis 3.5%, GPR55 LPI antagonism 3%, Salmonella PhoP GFP -1%, NS5 inhibitors -6%, Rac1 GTP hydrolysis 1% and Large T inhibition -1%.
`CCSc1nnc(NC(=O)C(NC(=O)c2ccc(Cl)cc2)C(C)C)s1` (configuration not stated) gave GPR35 arrestin U2OS -3%, HIV peptide binding 6.3%, RSV CPE inhibition 3.5%, UTI89 phage lysis 0.3%, GPR55 LPI antagonism -1%, Salmonella PhoP GFP 1%, NS5 inhibitors 3%, Rac1 GTP hydrolysis 7% and Large T inhibition 5%.
C=CCN1C2=NCCCN2c2ccccc21 was read as GPR35 arrestin U2OS 11%, HIV peptide binding -2.2%, RSV CPE inhibition -0.7%, UTI89 phage lysis 0.1%, GPR55 LPI antagonism 1%, Salmonella PhoP GFP -1%, NS5 inhibitors -13%, Rac1 GTP hydrolysis 5% and Large T inhibition 13%.
Screening CC(C)C[C@H](NC(=O)N1CCN(c2ccccc2)CC1)C(=O)O returned GPR35 arrestin U2OS 1%, HIV peptide binding 4.4%, RSV CPE inhibition -0.2%, UTI89 phage lysis 0.7%, GPR55 LPI antagonism 31%, Salmonella PhoP GFP -13%, NS5 inhibitors -2%, Rac1 GTP hydrolysis 6% and Large T inhibition 0%.
For CC(NC(=O)c1ccc(N(C)C)cc1)C1CC2CCC1C2 (configuration not stated) the results were GPR35 arrestin U2OS -6%, HIV peptide binding -1.5%, UTI89 phage lysis -4.0%, GPR55 LPI antagonism -18%, Salmonella PhoP GFP -14%, NS5 inhibitors -3%, Rac1 GTP hydrolysis 10% and Large T inhibition 20%.
C[n+]1ccccc1/C=C/c1ccccc1Cl was read as GPR35 arrestin U2OS 3%, HIV peptide binding -2.8%, RSV CPE inhibition 0.1%, UTI89 phage lysis 0.3%, GPR55 LPI antagonism -3%, Salmonella PhoP GFP 4%, NS5 inhibitors 12%, Rac1 GTP hydrolysis 5% and Large T inhibition 10%.
Screening CCN(CC)S(=O)(=O)c1ccc(C(=O)NCC(c2ccc(OC)cc2)N2CCOCC2)cc1 (configuration not stated) returned GPR35 arrestin U2OS -13%, HIV peptide binding 0.6%, RSV CPE inhibition 0.8%, UTI89 phage lysis -0.4%, GPR55 LPI antagonism -16%, Salmonella PhoP GFP -5%, NS5 inhibitors 2%, Rac1 GTP hydrolysis 4% and Large T inhibition -3%.
O=C(NC(=S)NCCO)c1sc2ccccc2c1Cl was read as GPR35 arrestin U2OS -9%, HIV peptide binding -0.6%, RSV CPE inhibition 10%, UTI89 phage lysis 0.5%, GPR55 LPI antagonism -3%, Salmonella PhoP GFP 6%, NS5 inhibitors -2%, Rac1 GTP hydrolysis 6% and Large T inhibition 5%.
For O=C(CN1CCc2cc3c(cc2C1)OCCCO3)Nc1ccccc1 the results were GPR35 arrestin U2OS -20%, HIV peptide binding -0.2%, RSV CPE inhibition 0.5%, UTI89 phage lysis 2.7%, GPR55 LPI antagonism 4%, Salmonella PhoP GFP 4%, NS5 inhibitors -7%, Rac1 GTP hydrolysis -16% and Large T inhibition 1%.
COc1cccc(/C=C(\C#N)c2nc3ccccc3[nH]2)c1OCC(=O)O was read as GPR35 arrestin U2OS -2%, HIV peptide binding 4.4%, RSV CPE inhibition -0.1%, UTI89 phage lysis 0.0%, GPR55 LPI antagonism -3%, Salmonella PhoP GFP 1%, NS5 inhibitors -2%, Rac1 GTP hydrolysis 3%, Large T inhibition 4% and NS5 inhibitors pilot replicate -3.4.
For CCCNC(=O)[C@H](C)NC(=O)c1ccc(Br)cc1 the results were GPR35 arrestin U2OS 0%, HIV peptide binding 1.0%, RSV CPE inhibition 2.5%, UTI89 phage lysis -0.1%, GPR55 LPI antagonism 7%, Salmonella PhoP GFP 2%, NS5 inhibitors -1%, Rac1 GTP hydrolysis 3% and Large T inhibition 9%.
`O=C(CN1CCN(Cc2ccccc2Cl)CC1)N/N=C/C=C/c1ccccc1[N+](=O)[O-]` gave GPR35 arrestin U2OS -8%, HIV peptide binding 0.2%, RSV CPE inhibition 3.3%, UTI89 phage lysis 4.7%, GPR55 LPI antagonism -3%, Salmonella PhoP GFP -3%, NS5 inhibitors -2%, Rac1 GTP hydrolysis 9% and Large T inhibition 9%.
Screening COc1ccc(NC(=S)N(Cc2ccc(C)cc2)Cc2ccccn2)cc1 returned GPR35 arrestin U2OS -13%, HIV peptide binding 1.7%, RSV CPE inhibition 1.6%, UTI89 phage lysis -0.1%, GPR55 LPI antagonism 16%, Salmonella PhoP GFP 4%, NS5 inhibitors -4%, Rac1 GTP hydrolysis 2% and Large T inhibition 11%.
Nc1ncnc(Nc2ccccc2Cl)n1 was read as GPR35 arrestin U2OS 6%, HIV peptide binding 0.5%, RSV CPE inhibition 1.3%, UTI89 phage lysis 0.5%, GPR55 LPI antagonism 3%, Salmonella PhoP GFP -2%, NS5 inhibitors 8%, Rac1 GTP hydrolysis 6% and Large T inhibition 4%.
Cc1cccc(/C(N)=N/OC(=O)c2ccco2)c1 was read as GPR35 arrestin U2OS -2%, HIV peptide binding -1.1%, RSV CPE inhibition 1.3%, UTI89 phage lysis 1.4%, GPR55 LPI antagonism 5%, Salmonella PhoP GFP 7%, NS5 inhibitors -1%, Rac1 GTP hydrolysis 6% and Large T inhibition 12%.
Screening Cc1ccc(-n2nnnc2CNC(=O)c2ccc3c(c2)OCO3)cc1C returned GPR35 arrestin U2OS 3%, HIV peptide binding -0.8%, RSV CPE inhibition 0.9%, UTI89 phage lysis 0.2%, GPR55 LPI antagonism 2%, Salmonella PhoP GFP -8%, NS5 inhibitors -6%, Rac1 GTP hydrolysis -2% and Large T inhibition 28%.
CC(C)c1nc(CN(C)C(=O)N[C@H](C(=O)N[C@@H](Cc2ccccc2)C[C@H](O)[C@H](Cc2ccccc2)NC(=O)OCc2cncs2)C(C)C)cs1 was read as GPR35 arrestin U2OS -15%, HIV peptide binding 0.3%, RSV CPE inhibition 12%, GPR55 LPI antagonism 7%, Salmonella PhoP GFP -4%&-8% and Large T inhibition 16%&6%.
`CCC(=O)N1CCc2cc(S(=O)(=O)CCC(=O)NCc3ccccc3OC)ccc21` gave GPR35 arrestin U2OS 18%, HIV peptide binding -1.8%, RSV CPE inhibition -0.1%, UTI89 phage lysis 0.4%, GPR55 LPI antagonism -2%, Salmonella PhoP GFP 0%, NS5 inhibitors -2%, Rac1 GTP hydrolysis 4% and Large T inhibition 11%.
Screening CCC(O)(CC)C(=O)NN(C(=O)CCl)c1ccccc1 returned GPR35 arrestin U2OS 3%, HIV peptide binding 3.1%, RSV CPE inhibition 0.0%, UTI89 phage lysis 3.4%, GPR55 LPI antagonism -3%, Salmonella PhoP GFP 3%, NS5 inhibitors 7%, Rac1 GTP hydrolysis 4% and Large T inhibition 5%.
`COc1cc2c(cc1OC)CN(C(=O)Cc1ccc(OC)c(S(=O)(=O)N3CCOCC3)c1)CC2` gave GPR35 arrestin U2OS -10%, HIV peptide binding 3.0%, RSV CPE inhibition 0.0%, UTI89 phage lysis 0.9%, GPR55 LPI antagonism -7%, Salmonella PhoP GFP -6%, NS5 inhibitors -2%, Rac1 GTP hydrolysis 6% and Large T inhibition 8%.
CCN(CC)CCCNC(=O)C(C)Sc1nc(-c2ccccc2)cc(C(F)(F)F)n1 (configuration not stated) was read as GPR35 arrestin U2OS -6%, HIV peptide binding 0.4%, RSV CPE inhibition -2.6%, UTI89 phage lysis 1.7%[50 µM], GPR55 LPI antagonism 8%, Salmonella PhoP GFP -1%, NS5 inhibitors -16%, Rac1 GTP hydrolysis -2% and Large T inhibition 1%.
For Cc1[nH]c(=O)[nH]c(=O)c1/C=N/NC(=O)[C@@H](N)CC(C)C the results were GPR35 arrestin U2OS -15%, HIV peptide binding 0.5%, RSV CPE inhibition 0.2%, UTI89 phage lysis 0.0%, GPR55 LPI antagonism 7%, NS5 inhibitors -11%, Rac1 GTP hydrolysis 1% and Large T inhibition 1%.
Screening CCN(CC)CC(=O)N1c2ccccc2CCc2ccc(NC(=O)c3cc(OC)c(OC)c(OC)c3)cc21 returned GPR35 arrestin U2OS 22%, HIV peptide binding -2.8%, RSV CPE inhibition 0.1%, UTI89 phage lysis -2.6%, GPR55 LPI antagonism -3%, Salmonella PhoP GFP 2%, NS5 inhibitors 2%, Rac1 GTP hydrolysis -16% and Large T inhibition 8%.
